HCV inhibitor: HCV inhibition | Huh7.5.1 HCVcc-Cre infection, luciferase reporter, 44 h | Potency, µM (highest dose often 41.8 µM), without a hit: at the top dose activity change, negative = inhibition, hits mostly inhibitors | actives 3.4% (n = 340,000) | AID 651820; note: potency is the fitted concentration of half-maximal effect
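Compounds are dispensed onto cells plated 4 h earlier at 1,000 per well, with HCVcc-Cre virus (about 0.5 moi) added next. Following 44 h of culture, luminescent signal is measured for 15 sec after 15 min with substrate at room temperature.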
TbPYK inhibitor: blocks Trypanosoma brucei pyruvate kinase; actives 0.12% (n = 410,000); Potency, µM (top dose mostly 76.8 µM), for the others: top-dose activity, negative = inhibition, most hits filed as inhibitors; TbPYK enzyme, Kinase-Glo Plus ATP luminescence, 45 min; Q57TT1; note: potency is the fitted concentration of half-maximal effect; nearly all actives have a fitted effect of over 50% in size
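Assay buffer: 50 mM TEA pH 7.2, 100 mM KCl, 10 mM MgCl2, 0.05% BSA, 0.01% Tween-20. Pyruvate kinase from T. brucei plus substrate met compound, then ADP (130 uM final). Luminescence was read post 45 min RT.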
AMA1 RON2 block: inhibitors of Plasmodium falciparum AMA1-RON2 interaction | AlphaScreen AMA1-biotinylated RON2 peptide binding | Potency, µM (highest dose often 58.2 µM), for the others: at the top dose activity change, negative = inhibition, most hits filed as inhibitors | actives 0.2% (n = 360,000);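 note: potency is the fitted concentration of half-maximal effect; 0% = vehicle wells and -100% = peptide control; nearly all actives have a fitted effect of over 45% in size; some results filed as inactive show a strong effect at the top dose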
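AMA1 (3D7) with his tag at 25 nM final met compounds first, then biotinylated RON2 peptide at 25 nM; detection used donor plus acceptor beads, 10 µg/mL apiece, read by AlphaScreen after 30 min at room temperature.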
AmpC inh no detg: blocks E. coli AmpC beta-lactamase in detergent-free assay | P00811 | AmpC nitrocefin hydrolysis, absorbance 480 nm, 0.0001% Triton | Potency, µM (top dose mostly 57.1 µM), for inactives: top-dose activity change, negative = inhibition, hits mostly inhibitors | AID 485341 | actives 0.52% (n = 330,000);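 note: potency is the fitted concentration of half-maximal effect; plate controls were no compound for no effect and no enzyme for full effect; nearly all actives have a fitted effect of over 20% in size; some results filed as inactive show a strong effect at the top dose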
Target sequence (P00811 whole entry, looked up): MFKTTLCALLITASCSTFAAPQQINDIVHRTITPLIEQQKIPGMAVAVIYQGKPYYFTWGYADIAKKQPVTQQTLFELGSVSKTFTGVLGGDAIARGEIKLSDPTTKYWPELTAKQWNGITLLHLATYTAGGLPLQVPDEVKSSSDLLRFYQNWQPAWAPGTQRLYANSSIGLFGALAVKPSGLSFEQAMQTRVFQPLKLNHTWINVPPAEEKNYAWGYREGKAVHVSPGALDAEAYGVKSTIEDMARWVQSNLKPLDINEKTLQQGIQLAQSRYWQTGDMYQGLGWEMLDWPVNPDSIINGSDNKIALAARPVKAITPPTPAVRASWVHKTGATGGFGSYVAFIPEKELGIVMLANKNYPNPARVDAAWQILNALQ
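AmpC (5.3 nM in the dispensed reagent) in 20 mM phosphate pH 7.0 with 0.01% (detergent screen) or 0.0001% Triton X-100 was preincubated with compounds for 15 min at room temperature. Nitrocefin was then added from an 800 uM solution, and hydrolysis was followed at 480 nm.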
LmPK inh: LmPK (Leishmania mexicana) enzyme inhibition | Q27686 | purified LmPK, Kinase-Glo ATP luminescence, 1 h | Potency, µM (titrated, usually from 57.5 µM), for inactives: top-dose activity change, negative = inhibition, usual class: inhibitors | actives 0.37% (n = 290,000) | AID 1721; note: potency is the fitted concentration of half-maximal effect
Target sequence (Q27686 whole entry, looked up): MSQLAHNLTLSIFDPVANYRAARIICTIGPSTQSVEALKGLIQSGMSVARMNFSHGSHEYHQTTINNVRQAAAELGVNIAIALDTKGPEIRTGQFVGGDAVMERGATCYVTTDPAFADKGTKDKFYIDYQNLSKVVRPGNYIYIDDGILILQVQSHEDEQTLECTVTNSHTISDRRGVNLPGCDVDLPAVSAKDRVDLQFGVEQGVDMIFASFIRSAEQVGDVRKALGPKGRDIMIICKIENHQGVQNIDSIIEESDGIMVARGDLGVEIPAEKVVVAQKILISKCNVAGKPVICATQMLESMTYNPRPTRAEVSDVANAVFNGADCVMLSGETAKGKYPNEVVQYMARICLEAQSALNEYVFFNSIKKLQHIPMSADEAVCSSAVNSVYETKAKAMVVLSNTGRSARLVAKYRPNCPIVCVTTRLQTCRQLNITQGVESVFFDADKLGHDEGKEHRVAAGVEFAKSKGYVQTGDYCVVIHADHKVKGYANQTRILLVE
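ATP generated from ADP (0.1 mM) and PEP (0.5 mM) by 0.1 nM LmPK over 1 h at room temperature (pH 7.2 imidazole buffer) was detected by coupled luciferase luminescence. Values were normalized to uninhibited and no-enzyme wells.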
AmpC inh detg: AmpC beta-lactamase inhibition with detergent present; AID 485294; AmpC hydrolysis of nitrocefin, absorbance 480 nm, 0.01% Triton; P00811; Potency, µM (series often up to 114 µM), inactives show top-dose activity change, negative = inhibition, most hits filed as inhibitors; actives 0.041% (n = 370,000);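 note: potency is the fitted concentration of half-maximal effect; 0% = no-compound wells and -100% = no-enzyme wells; nearly all actives have a fitted effect of over 25% in size; some results filed as inactive show a strong effect at the top dose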
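AmpC (5.3 nM in the dispensed reagent) in 20 mM phosphate pH 7.0 with 0.01% (detergent screen) or 0.0001% Triton X-100 was preincubated with compounds for 15 min at room temperature. Nitrocefin was then added from an 800 uM solution, and hydrolysis was followed at 480 nm.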
HCMV antiviral: human cytomegalovirus inhibition. HFF cells, HCMV-luciferase reporter, 72 h; active compounds read low. activity change, negative = inhibition, % at 57.5 µM. actives 4.5% (n = 410,000). AID 1259415; in the data active = activity change below about -60%; inconclusive = no clear call, values can overlap the other calls; inactive = above about -39%
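After 16 h attachment at 37C, HFF cells received test compound and HCMV-luciferase (1 PFU/cell); reporter luminescence read 72 h later, data normalized against buffer-only and known inhibitor Salinomycin.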
Numbers without * were called inactive; u = inconclusive; x = not tested or not shown; [ ] = remark or other dose. Unless noted, calls come from the whole dose curve; as a rule, active = well fitted curve in the direction sought with a large enough effect; inconclusive = small, poorly fitted or top-dose-only effect, or another doubt; inactive = no such curve, though single readings can be large; an effect the other way counts as inactive or inconclusive. Unless noted, % is set by controls: 0 for no effect and ±100 for the full control effect.

SMILES	HCV inhibitor	TbPYK inhibitor	AMA1 RON2 block	AmpC inh no detg	LmPK inh	AmpC inh detg	HCMV antiviral
Cc1ccc(-n2cc(CNCCCn3cccn3)c(-c3cccc(C)c3)n2)cc1	-2%	2%	0%	105%[activator]	0%	12%	-38
CCCCOc1cccc(C2(C(=O)O)CCCC2)c1	19%	-13%	12%	-31%	7%	9%	u
Cc1ccc(CNC(=O)Cn2c(=O)c3sccc3n(Cc3ccc([N+](=O)[O-])cc3)c2=O)cc1	13%	-1%	1%	-10%	1%	3%	u
O=[N+]([O-])c1cc(C(F)(F)F)ccc1Sc1ccccn1	2%	-11%	-16%	-9%	-7%	3%	2
O=C1NC(Cc2ccc(O)cc2)c2nc3ccc(F)cc3c(=O)n2-c2cc(Cl)ccc21 (configuration not stated)	1%	0%	0%	x	x	x	33
CCCN1CCC(=O)N([C@H](COc2ccccc2)CC(C)C)CC1	22%	1%	-5%	45%	0%	-12%	11
C/C(=N/NC(=O)CCc1ccccc1)c1ccc2c(c1)OCO2	-14%	3%	-1%	-14%	3%	-4%	9
Cn1c(C(=O)NCCN2CCc3ccccc3C2)cc2c(=O)n(C)c3ccccc3c21	u	1%	-5%	110%[activator]	7%	1%	29
Cc1cc(C(=O)CN2C(=O)C(=O)N(Cc3ccccc3)C2=O)c(C)n1-c1ccc2c(c1)OCCO2	-11%	3%	-16%	-29%	-1%	-4%	-5
Cc1nnc(N2CCOCC2)c2nn(-c3ccccc3)c(C)c12	22%	0%	-2%	-22%	5%	-8%	u
Cc1ccccc1-c1nc(CN2CCCC2c2ccc(F)cc2)c(C)o1 (configuration not stated)	4%	2%	-2%	16%	3%	1%	-23
CCOC(=O)c1cccc(NC(=O)C(CC(C)C)N2Cc3ccccc3C2=O)c1 (configuration not stated)	x	-1%	x	x	x	-1%	-3
Cc1ccc(C2=NN(S(=O)(=O)c3ccccc3)C(c3ccco3)C2)cc1 (configuration not stated)	13µM*	-5%	-7%	-33%	x	10%	u
O=C(Nc1ccc2c(c1)OCCO2)NC12CC3CC(CC(C3)C1)C2	4%	1%	-7%	-45%	2%	1%	52
COC(=O)C(Cc1ccc(O)cc1)NC(=O)CCNC(=O)c1ccco1 (configuration not stated)	10%	4%	15%	-10%	1%	-12%	8
COc1cccc(COC(=O)CCNC(=O)c2ccc(Br)cc2)c1OC	2%	-9%	0%	1%	x	0%	-24
Cc1ccc(CN2[C@@H](c3ccccc3)COCCS2(=O)=O)cc1	18%	-4%	4%	44%	5%	9%	23
COCCNC(=S)N=Nc1c(O)[nH]c2c(C)cc(C)cc12	12%	1%	29%	-15%	-1%	-9%	-1
COC(=O)c1ccc(CNC(=O)COC(=O)CCN2C(=O)C3CC=CCC3C2=O)cc1 (configuration not stated)	u	-4%	1%	8%	x	-14%	-9
Cc1c2cnn(CC(=O)O)c(=O)c2c(C)n1Cc1cccc(Cl)c1	x	-5%	x	x	x	17%	u
CC(=O)c1cccc(CN2CCCC(C(=O)Nc3cccc(-n4cccn4)c3)C2)c1 (configuration not stated)	0%	-8%	-15%	-9%	-4%	-3%	41
COCC(=O)n1nc(-c2ccc(Cl)cc2)nc1NCc1ccc(F)cc1	u	3%	15%	-21%	-2%	-8%	40
CCN1C(=O)/C(=C/N2CC(C)CC(C)C2)SC1=S (configuration not stated)	4%	1%	0%	1%	8%	1%	2
O=C(Nc1cccc(S(=O)(=O)N2CCOCC2)c1)C1CCN(S(=O)(=O)c2ccccc2)CC1	-9%	-4%	-7%	-31%	x	-13%	u
O=C(Nc1nc2ccsc2c(=O)s1)c1ccc(Cl)cc1	2%	-7%	-6%	-10%	-11%	4%	110

Record cards (already shown).
COC(=O)C(Cc1ccc(O)cc1)NC(=O)CCNC(=O)c1ccco1 (configuration not stated) as listed: HCV inhibitor = 10%; TbPYK inhibitor = 4%; AMA1 RON2 block = 15%; AmpC inh no detg = -10%; LmPK inh = 1%; AmpC inh detg = -12%; HCMV antiviral = 8
O=C(Nc1cccc(S(=O)(=O)N2CCOCC2)c1)C1CCN(S(=O)(=O)c2ccccc2)CC1 as listed: HCV inhibitor = -9%; TbPYK inhibitor = -4%; AMA1 RON2 block = -7%; AmpC inh no detg = -31%; LmPK inh = x; AmpC inh detg = -13%; HCMV antiviral = u
O=C1NC(Cc2ccc(O)cc2)c2nc3ccc(F)cc3c(=O)n2-c2cc(Cl)ccc21 (configuration not stated) as listed: HCV inhibitor = 1%; TbPYK inhibitor = 0%; AMA1 RON2 block = 0%; AmpC inh no detg = x; LmPK inh = x; AmpC inh detg = x; HCMV antiviral = 33

(more compounds)
SMILES	HCV inhibitor	TbPYK inhibitor	AMA1 RON2 block	AmpC inh no detg	LmPK inh	AmpC inh detg	HCMV antiviral
CN(C)CCCN(Cc1ccccc1)C(=S)Nc1ccc(F)c(Cl)c1	u	2%	1%	40%	0%	4%	-16
Brc1ccc(CNc2ccc3ncccc3c2)cc1	-2%	-12%	9%	-35%	-5%	-15%	-26
COc1ccc(S(=O)(=O)N2CCOCC2)cc1C(=O)Nc1ccon1	13%	-5%	5%	14%	9%	-1%	-10
CCOC(=O)N1CCC(c2nc(C)sc2C(=O)O)CC1	12%	-7%	2%	-4%	1%	u	9
Cc1ccc(NCc2nnc(SCC(N)=O)n2CCc2ccccc2)cc1	-10%	x	x	107%[activator]	2%	u	16
CSc1ncccc1-c1nc2ccccc2[nH]1	11%	-1%	23%	-17%	-24%	1%	53
COC(=O)[C@H](CCSC)NC(=O)NC1CC1	18%	1%	2%	-10%	-2%	3%	7
COc1cc2c(cc1NC(=O)COc1ccc(Cl)cc1Br)oc1ccccc12	x	3%	x	x	x	22%	-7
O=C(CCc1cn(Cc2ccccc2F)c2ccccc12)NCc1ccc(Cl)cc1	x	3%	x	x	x	10%	-27
O=C(c1cc2cc3ccc(Cl)cc3nc2o1)N1CCN(c2cccc(Cl)c2)CC1	x	6%	x	x	x	0%	6
Cc1ccc(S(=O)(=O)N(CC(=O)Nc2ccc(Cl)cc2Cl)c2ccccc2C)cc1	x	5%	x	x	x	2%	-22
Cc1cccc2cc(CN(Cc3cccs3)C(=S)NCC3CCCO3)c(=O)[nH]c12 (configuration not stated)	19%	-4%	-2%	71%[activator]	2%	-4%	u
O=[N+]([O-])c1cc([N+](=O)[O-])c(Oc2cc(F)cc(F)c2)cc1NN1CCCCC1	6%	-1%	-9%	-18%	x	-11%	2
Cc1cccc(CNC(=O)Nc2nnc([C@H]3C[C@H](O)[C@@H](CO)O3)s2)c1	x	-9%	-5%	x	x	x	-8
COc1ccc(CN2CCN(C(=O)c3cccnc3)CC2)cc1Br	13%	4%	u	12%	-8%	-6%	27
CCN(CC)S(=O)(=O)N1CCC(C(=O)NCCC2=CCCCC2)CC1	17%	-3%	3%	35%	3%	0%	25
O=C(Oc1cccnc1)c1cc(S(=O)(=O)N2CCCCC2)ccc1Cl	25%	-6%	4%	8%	1%	-1%	-10
Cc1noc(C)c1NC(=O)Nc1ccc2c(c1)C(=O)N([C@H](C)CO)C[C@H](C)[C@H](CN(C)C(=O)NC1CCCCC1)OCCCC[C@@H](C)O2	x	-1%	-2%	x	x	x	39
COC(=O)C1=NN(c2cccc(C)c2)C2C(=O)N(c3ccccc3OC)C(=O)C12 (configuration not stated)	6%	0%	49%[activator]	28%	5%	u	30
Nc1ncnc(Nc2ccccn2)c1[N+](=O)[O-]	u	-1%	48%[activator]	-7%[2.29 µM]	0%	-11%	-27
Cc1ccc(C(C(=O)NC2CCCCC2)N(CCC(C)C)C(=O)CNC(=O)c2ccco2)o1 (configuration not stated)	-5%	-3%	6%	30%	-2%	-16%	3
O=C(c1ccc(-c2cccc(C(F)(F)F)c2)o1)N1CCN(c2ccccc2)CC1	-8%	2%	-2%	-2%	x	-2%	-2
CN(C)S(=O)(=O)N1CCC(Oc2ccc(C(=O)N3CCCCCCC3)cc2)CC1	u	31%	0%	160%[activator]	0%	6%	23
COc1cc(-c2ccc(N3C(c4ccsc4)=Cc4ccccc4C3CC(C)=O)cc2)cc(OC)c1OC (configuration not stated)	x	2%	8%	x	x	x	-6
Cn1c(=O)c2c(nc(SCCN3CCOCC3)n2Cc2ccc(Cl)cc2)n(C)c1=O	u	-3%	-4%	x	x	x	35

The list goes on:
SMILES	HCV inhibitor	TbPYK inhibitor	AMA1 RON2 block	AmpC inh no detg	LmPK inh	AmpC inh detg	HCMV antiviral
Cc1cc(NC(=O)CN2CCCC(C)C2)no1 (configuration not stated)	7%	25%	7%	-3%	3%	-13%	u
C[C@H]1CCCCO[C@@H](CN(C)S(=O)(=O)c2ccc(F)cc2)[C@@H](C)CN([C@@H](C)CO)C(=O)c2cc(NC(=O)Nc3ccc4c(c3)OCO4)ccc2O1	x	2%	-24%	x	x	x	-8
NS(=O)(=O)c1ccc(NNC(=O)c2ccccc2C(=O)O)cc1	16%	0%	-2%	-18%	4%	-8%	13
Cc1nc(/N=C\N(C)C)sc1C(=O)Nc1ccccc1	9%	5%	2%	-19%	1%	-3%	130
O=C(NCc1ccccc1C(F)(F)F)c1cccc2c1C(=O)c1ccc(N3CCOCC3)cc1S2(=O)=O	-6%	0%	-2%	6%	x	x	-13
O=[N+]([O-])c1cccc(NC(=S)N2CCc3ccccc3C2)c1	u	-5%	-9%	-27%	-3%	-9%	u
Cc1ccc(-c2cc(C(=O)N/N=C/c3c(C)nn(-c4ccccc4)c3C)[nH]n2)cc1	u	x	x	61%[activator]	0%	-1%	-98*
Cc1ccc(NC(=O)C2CCN(C(=O)c3sc4nc[nH]c(=O)c4c3C)CC2)cc1F	x	6%	x	x	x	0%	-19
COc1cccc(CC2(CO)CCCN(C/C=C/c3ccccc3OC)C2)c1 (configuration not stated)	-16%	-5%	-8%	66%[activator]	2%	1%	-38
Cc1ccccc1NC(=O)Cn1cc(C(=O)C2CC2)c2ccccc21	2%	2%	1%	-30%	0%	1%	12
CC(C)c1ccc2c(c1)C(c1ccc(N3CCOCC3)cc1)=NNC(c1cccs1)=N2	u	-1%	0%	66%[activator]	1%	u	18
Cc1c(N)c(C)c([N+](=O)[O-])c(C)c1[N+](=O)[O-]	11%	4%	-6%	-15%	9%	9%	u
COc1ccccc1N1CCN(C(=O)c2cc(-c3ccco3)on2)CC1	1%	-4%	-13%	41%	1%	-15%	9
O=C(Nc1ccc(F)c([N+](=O)[O-])c1)C1CC(=O)N(Cc2ccccc2)C1 (configuration not stated)	-4%	-6%	-4%	-11%	9%	-2%	-1
